Screens (PubChem BioAssay)
KB-3-1 tox: kills parental KB-3-1 adenocarcinoma cells. KB-3-1 viability, CellTiter-Glo ATP luminescence, 72 h. Potency, µM (doses to about 46.1 µM), without a hit: top-dose activity change, negative = cytotoxic, most hits filed as cytotoxic. 400,000 tested, 1.4% active; further: potency means the concentration at half of the fitted maximal effect; on the % scale 0 is the no-effect control and ±100 the full control effect; nearly all actives have a fitted effect of over 60% in size
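Cells are dispensed, compounds pinned in, plates held at 37 °C for 72 h, then CellTiter-Glo is added and luminescence read after 10 minutes. Cell line: parental KB-3-1 in phenol-red-free DMEM, 10% FBS.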
IL1B secr inh: blocks inflammasome-driven IL-1 beta release. THP-1 LPS/ATP IL-1B secretion, AlphaLISA, 16 h; hits give low values. activity change, % at 57.5 µM. 360,000 tested, 4.7% active; in the data active means activity change below about -50%; inconclusive means mostly about -30% to -49%; further: on the % scale 0 is the no-effect control and ±100 the full control effect
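THP-1 cells pretreated 1 hr with compounds (up to 57.5 uM final), then stimulated with LPS (250 ng/mL final) plus ATP (1.25 mM final); secreted IL-1B measured by AlphaLISA after 16 hr, decreased signal indicating inhibition.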
SW480 rerep: DNA re-replication induction in SW480 cells | Potency, µM (top dose mostly 46.1 µM), for the others: at the highest dose re-replication activation, hits mostly activators | 340,000 tested, 1.8% active | AID 624297 | SW480 DNA re-replication, Hoechst DNA content imaging, 48 h; further: potency means the concentration at half of the fitted maximal effect; % of control where 0% means no effect; nearly all actives have a fitted effect of over 55% in size
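Cells (250 per well) received 23 nL compound or DMSO by pin tool and were kept 48 hr at 37 C, 5% CO2. Nuclei were then stained with Hoechst for 40 min and scanned for DNA content.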
MCF10A rerep: DNA re-replication induction in MCF 10a cells. MCF 10A DNA re-replication, Hoechst nuclear intensity, 48 h. Potency, µM (doses to about 46.1 µM), without a hit: at the highest dose activity, positive = re-replication, actives largely listed as activators. 350,000 tested, 2.9% active. AID 624296; further: potency means the concentration at half of the fitted maximal effect; % of control where 0% means no effect; nearly all actives have a fitted effect of over 50% in size
ATXN viability: viability counter-screen for ATXN expression inhibitors; AID 651635; Potency, µM (highest dose often 56.7 µM), most hits filed as cytotoxic; 400,000 tested, 0.49% active; S2 cells (HEK-293 line with an ATXN2-luciferase reporter) viability, CellTiter-Fluor protease fluorescence, 24 h; further: potency means the concentration at half of the fitted maximal effect; nearly all actives have a fitted effect of over 40% in size
ATXN2 expr inh: ATXN2 expression inhibition; HEK-293 ATXN2-luciferase reporter, luminescence, 24 h; Potency, µM (highest dose often 57 µM), for inactives: at the top dose activity change, negative = inhibition, actives largely listed as inhibitors; 360,000 tested, 0.72% active; further: potency means the concentration at half of the fitted maximal effect; on the % scale 0 is the no-effect control and ±100 the full control effect; nearly all actives have a fitted effect of over 55% in size
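qHTS (up to 57 uM final) was run with 24 h compound exposure of reporter cells at 37 °C. Each well was multiplexed: SteadyGlo luminescence measured ATXN2-luciferase expression after a fluorogenic Gly-Phe-AFC viability readout (25 uM final).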
HepG2 viability: kills HepG2 cells in TGF-b inhibitor counter-screen; HepG2 CAGA-GFP viability, ATP luminescence, 18 h; Potency, µM (highest dose often 46.1 µM), without a hit: top-dose activity change, negative = cytotoxicity, usual class: cytotoxic; 410,000 tested, 0.76% active; AID 588856; further: potency means the concentration at half of the fitted maximal effect; some results filed as inactive show a strong effect at the top dose
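HepG2 CAGA-GFP cells (1000/well, DMEM with 1% FBS) received compound, then TGF-beta at 500 pg/mL final, and were incubated 18 hours at 37 degrees C. Viability was read by CellTiter-Glo luminescence. Media-only wells were set as complete cell-killing and DMSO as no toxicity.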
HT1080-NT tox: kills 2HG-producing HT-1080-NT fibrosarcoma cells | 360,000 tested, 1.6% active | AID 686970 | Potency, µM (top dose mostly 46.1 µM), for inactives: top-dose activity, negative = less viability, usual class: cytotoxic | HT-1080-NT fibrosarcoma viability, CellTiter-Glo ATP luminescence, 48 h;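 further: NT is the 2HG producing partner of a matched IDH1 knockdown line; potency means the concentration at half of the fitted maximal effect; 0% = DMSO-treated cells and -100% = media-only wells without cells; nearly all actives have a fitted effect of over 55% in size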
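Toxicity toward the 2HG-producing NT line was scored as %Activity, normalised to DMSO and no-cell wells, from CellTiter-Glo luminescence after 48 hours' treatment.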
HT1080 IDH1KD tx: HT-1080 IDH1 knockdown cell toxicity (counter line) | HT-1080 IDH1 knockdown viability, ATP luminescence, 48 h | 360,000 tested, 2% active | Potency, µM (top dose mostly 46.1 µM), for the others: at the top dose activity, negative = toxicity, usual class: cytotoxic;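 further: potency means the concentration at half of the fitted maximal effect; 0% = DMSO wells and -100% = cell-free medium wells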
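Knockdown cells (IDH1KD HT-1080) received compounds 2 h after plating at 750 cells/well and were kept 48 h at 37 °C in 5% FBS RPMI. A CellTiter-Glo luminescence read gave % activity for curve fitting.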
Starred values were filed as active, the others as inactive; i = inactive; u = inconclusive; x = no result given; & = joins results of further samples; [ ] = dose if it differs, or a comment. Unless noted, the call rests on the fitted dose curve; in most records, active means well fitted curve in the direction sought with a large enough effect; inconclusive means small, poorly fitted or top-dose-only effect, or another doubt; inactive means no such curve, though single readings can be large; an effect the other way counts as inactive or inconclusive.

1	Cc1cc(N)n2nc(C)c(-c3ccc(Cl)cc3)c2n1
2	CCOC(=O)[C@H]1[C@H]2COc3ccccc3[C@@H]2N2C(=O)CN(Cc3ccc(C)cc3)C(=O)[C@@]12C
3	CCN(C[C@H]1N[C@@](CC)(C(=O)OC)[C@H]2C(=O)N(C)C(=O)[C@@H]12)C(=O)COC
4	CN(C)C(CNS(=O)(=O)c1ccc(F)cc1)c1cccnc1 (configuration not stated)
5	C[C@H]1CN([C@@H](C)CO)S(=O)(=O)c2ccc(Br)cc2O[C@@H]1CN(C)Cc1ccccc1
6	CCc1ccccc1NC(=O)C1CCN(S(=O)(=O)c2ccc(N3CCCC3=O)cc2)CC1
screen / no.	1	2	3	4	5	6
KB-3-1 tox	-10%	-12%	17%	2%	-33%	1%
IL1B secr inh	-1	-5	20	12	0	-8
SW480 rerep	13%	8%	-17%[9.22 µM]	-3%	x	x
MCF10A rerep	23%	1%	-4%	-1%	x	x
ATXN viability	i	i	i	i	x	i
ATXN2 expr inh	-34%	10%	-2%	2%	-8%	x
HepG2 viability	-22%	-29%	-22%	-6%	-122%	4%
HT1080-NT tox	u	-15%	18%	1%	-19%	-3%
HT1080 IDH1KD tx	u	2%	14%	2%	-10%	1%

7	COc1ccc(NS(=O)(=O)c2ccc3[nH]c4c(c3c2)CCCCCC4)cc1
8	O=C(NN=Cc1ccccc1O)C1CC1
9	Cc1ccc(Oc2ccc(OCC(=O)NC3CCS(=O)(=O)C3)cc2)cc1 (configuration not stated)
10	Cc1cccc(NC(=O)[C@@H]2CCCN2C(=O)OC(C)(C)C)c1
11	O=C(O)CSc1cccc2cccc(C(=O)O)c12
12	Fc1ccc(NC(=S)NCCN2CCOCC2)c(F)c1F
screen / no.	7	8	9	10	11	12
KB-3-1 tox	0%	-13%	u	2%	1%	24%
IL1B secr inh	x	-1	-19	-5	17	17
SW480 rerep	x	u	-4%	-9%	-1%	-6%
MCF10A rerep	x	-6%	17%	0%	6%	18%
ATXN viability	u	i	i	i	i	i
ATXN2 expr inh	u	0%	u	-9%	4%	-2%
HepG2 viability	-103%	2%	-5%	-17%	9%	-3%
HT1080-NT tox	x	1%	u	10%	2%	14%
HT1080 IDH1KD tx	x	-5%	u	4%	8%	12%

Of the compounds above, these have fluorine.
4	CN(C)C(CNS(=O)(=O)c1ccc(F)cc1)c1cccnc1 (configuration not stated)
12	Fc1ccc(NC(=S)NCCN2CCOCC2)c(F)c1F
screen / no.	4	12
KB-3-1 tox	2%	24%
IL1B secr inh	12	17
SW480 rerep	-3%	-6%
MCF10A rerep	-1%	18%
ATXN viability	i	i
ATXN2 expr inh	2%	-2%
HepG2 viability	-6%	-3%
HT1080-NT tox	1%	14%
HT1080 IDH1KD tx	2%	12%

More records:
13	O=c1c(O)c(-c2ccccc2)oc2cc(O)cc(O)c12
14	O=C(NC1CCN(S(=O)(=O)c2cccc([N+](=O)[O-])c2)CC1)C1CCCCC1
15	COc1ccc(CN(C)C(=O)CNC(=O)c2sc3ccccc3c2Cl)c(OC)c1
16	Cc1ccc2nc(Cl)c(CN(C(=O)c3cnccn3)C3CCCCC3)cc2c1
17	Cc1nc2scc(C)n2c(=O)c1S(=O)(=O)Nc1ccc(N2CCN(S(C)(=O)=O)CC2)cc1
18	CCc1nn2c(=O)cc(COC(=O)C3CCCCC3)nc2s1
screen / no.	13	14	15	16	17	18
KB-3-1 tox	0%	-4%	3%	-11%	u	-11%
IL1B secr inh	52	16	u	-5	50	x
SW480 rerep	-1%	u	x	-3%	-11%	x
MCF10A rerep	u	-7%	x	11%	4%	x
ATXN viability	i	i	i	i	i	i
ATXN2 expr inh	33%[activator]	-1%	x	1%	1%&-17%	-2%
HepG2 viability	-34%	-11%	-22%	-5%	-33%&-37%	-3%
HT1080-NT tox	-5%	23%	-9%	2%	-29%	x
HT1080 IDH1KD tx	-5%	17%	-14%	0%	-15%	x

19	O=C(Nc1ccnc(-c2ccncc2)n1)c1ccc(F)cc1
20	CSc1ncc(CN2CCC(C(=O)Nc3cccc(-c4cscn4)c3)CC2)cn1
21	CCOC(=O)C1=C(O)/C(=C/c2cn(CC(=O)N3CCCC3)c3ccccc23)SC1=Nc1ccccc1
22	CC(=O)c1cccc(S(=O)(=O)NCCC(=O)O)c1
23	Cc1cc(C)cc(OCc2ccc(C(=O)NN)o2)c1
24	Cc1ccnc2nc(C(=O)OCC(=O)NC(=O)NCc3ccco3)nn12
screen / no.	19	20	21	22	23	24
KB-3-1 tox	1%	-17%	15µM*	3%	-2%	3%
IL1B secr inh	-1	u	u	-2	-7	11
SW480 rerep	-128%[inhibitor]	x	u	1%	6%	-44%[inhibitor]
MCF10A rerep	2%	x	8.2µM*	1%	1%	1%
ATXN viability	i	i	u	i	i	u
ATXN2 expr inh	x	-22%	u	3%	x	x
HepG2 viability	12%	-23%	-20%	5%	-14%	16%
HT1080-NT tox	2%	-3%	-1%	2%	4%	8%
HT1080 IDH1KD tx	-2%	-8%	5%	0%	-4%	9%

25	Cc1ccc(N2CC(C(=O)NC3CCC(C)CC3)CC2=O)cc1 (configuration not stated)
26	COc1ccc(-c2nc3n(c2Br)CCC3)cc1
27	N#Cc1ccc(OCC(O)CS(=O)(=O)c2ccccc2)cc1 (configuration not stated)
28	O/N=C1/CCc2cccc3cccc1c23
29	COc1ccc(S(=O)(=O)N(C)C[C@H]2Oc3ccc(NC(=O)NC(C)C)cc3C(=O)N([C@H](C)CO)C[C@@H]2C)cc1
30	CC(C)[C@H](NC(=O)NCCc1ccc(F)cc1)C(=O)O
screen / no.	25	26	27	28	29	30
KB-3-1 tox	11%	-28%	-3%	-23%	14%	23%
IL1B secr inh	-1	-6	5	16	-5	11
SW480 rerep	16%	-2%	-3%	-7%	2%	0%
MCF10A rerep	0%	-5%	-5%	-2%	u	-8%
ATXN viability	i	i	i	i	i	i
ATXN2 expr inh	6%	38%[activator]	-14%	16%	0%	3%
HepG2 viability	15%	0%	-3%	-2%	-18%	1%
HT1080-NT tox	2%	-2%	2%	8%	6%	14%
HT1080 IDH1KD tx	-1%	-3%	6%	-3%	6%	13%

31	OC[C@H]1O[C@@H](O[C@@H]2[C@@H](CO)O[C@@](O)(CO)[C@H]2O)[C@H](O)[C@@H](O)[C@H]1O
32	CN(c1ccccc1)S(=O)(=O)c1cccc(NC(=O)c2cc(=O)c3ccccc3o2)c1
33	O=C1/C(=C/c2ccccc2)SC(=S)N1CCCC(=O)N1CCCCC1CCO (configuration not stated)
34	O=C(Cc1ccccc1)NCc1n[nH]c(=S)n1-c1ccccc1
35	O=c1c(-c2nn[nH]n2)coc2ccc(Cl)cc12
36	COC(=O)c1ccc(N2Cc3ccccc3/C2=N\C(=O)Nc2ccccc2)cc1
screen / no.	31	32	33	34	35	36
KB-3-1 tox	0%	0%	u	11%	-4%	21%
IL1B secr inh	3	-52*	-59*	14	11	7
SW480 rerep	-48%[inhibitor]	-1%	15%	-3%	-5%	-43%[inhibitor]
MCF10A rerep	-28%	26µM*	10%	0%	0%	6%
ATXN viability	i	u	i	i	i	i
ATXN2 expr inh	2%	13µM*	-32%	14%	-22%	8%
HepG2 viability	-3%	-7%	-58%	-12%	-19%	0%
HT1080-NT tox	23%	-20%	-10%	12%	-8%	-1%
HT1080 IDH1KD tx	17%	-26%	-6%	-7%	6%	3%

37	COc1ccc(NC(=O)CSCC(=O)Nc2cc(Cl)ccc2N2CCOCC2)cc1
38	Cc1c(NC(=O)/C(C#N)=C/c2ccc(-c3cc(Cl)ccc3Cl)o2)c(=O)n(-c2ccccc2)n1C
39	CCC(=O)c1ccc(CCCCCC(=O)O)s1
40	COC(=O)c1cnn(-c2ccc(C(=O)Nc3ccc(C(C)=O)cc3)cc2)c1N
41	O=C(NC(=S)Nc1ccccc1N1CCOCC1)c1cccs1
42	CNC(=O)NC(=O)CSc1nnc(-c2ccc(F)cc2)n1CC1CCCO1 (configuration not stated)
screen / no.	37	38	39	40	41	42
KB-3-1 tox	1%	7%	13%	1%	-3%	1%
IL1B secr inh	-3	0	51	x	1	3
SW480 rerep	1%	21µM*	-1%[9.22 µM]	x	0%	-6%
MCF10A rerep	-1%	19%	-22%	x	u	0%
ATXN viability	i	u	i	i	i	i
ATXN2 expr inh	-5%	u	1%	1%	9%	-9%[11.3 µM]
HepG2 viability	5%	-15%	-2%	2%	-3%	4%
HT1080-NT tox	-11%	-27%	10%	x	9%	-1%
HT1080 IDH1KD tx	-20%	-24%	11%	x	4%	u

43	CSc1ccc(C(=O)C2CCCN(C(=O)c3ccc4c(c3)OCO4)C2)cc1 (configuration not stated)
44	Cc1ccc(Oc2ccc3c(c2)C(=O)N(c2ccc(S(=O)(=O)Nc4nccs4)cc2)C3=O)cc1
45	CCCCC(=O)Nc1ccc(C(=O)N2CCN(c3ccccc3OC)CC2)cc1
46	O=C(COc1ccc([N+](=O)[O-])cc1)Nc1ccncc1
47	CCOC(=O)c1cn(-c2ccccc2CO)c2c(F)c(F)c(F)cc2c1=O
48	CC(C)NC(=O)/C(C#N)=C/c1cccc(NC(=O)c2ccccc2Cl)c1
49	COc1ccc2oc(C(=O)N3CCN(C/C=C/c4ccccc4)CC3)c(C)c2c1
50	O=C(c1cc2c(s1)-c1ccccc1S(=O)(=O)C2)N1CCN(Cc2ccccc2)CC1
screen / no.	43	44	45	46	47	48	49	50
KB-3-1 tox	0%	10%	2%	-3%	-5%	-1%	-23%	u
IL1B secr inh	0	23	14	-3	-15	-104*	8	-9
SW480 rerep	-9%	1%	2%	-2%	4%	u	3%	-10%
MCF10A rerep	6%	u	20%	7%	4%	u	23µM*	6%
ATXN viability	i	i	i	i	u	i	i	i
ATXN2 expr inh	-26%	4%	2%	u	-3%	u	-23%	u
HepG2 viability	3%	0%	2%	2%	2%	-69%	-34%	-40%
HT1080-NT tox	1%	7%	2%[9.24 µM]	2%	17%	u	-1%	-16%
HT1080 IDH1KD tx	-7%	5%	5%	-17%	17%	u	-12%	u
